Screening results as filed in PubChem.
MITF TRPM1 inh = inhibitors of MITF-driven TRPM1 promoter in melanoma cells; SK-MEL-5 TRPM1 promoter luciferase, 24 h; inhibition, % at 12.5 µM; 0.83% of 330,000 active; AID 488899;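 active means mean inhibition across replicates of 60% or more, whatever share of single replicates reaches that level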; further: values of inactives mirror those of a sister screen read the other way
m5-HT2A agonist = activates the mouse 5-HT2A serotonin receptor | P35363 | CHO-K1 mHTR2A beta-arrestin complementation, luminescence; percent of 30 µM serotonin response | activation, % at 7.6 µM | 0.66% of 360,000 active;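 active means activation above a run cutoff, the mean activation of all tested compounds plus 3 SD, cut at about 14% in these data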;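 further: 0% = plate median of compound wells and 100% = 30 µM serotonin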
Target sequence (P35363 whole entry, looked up): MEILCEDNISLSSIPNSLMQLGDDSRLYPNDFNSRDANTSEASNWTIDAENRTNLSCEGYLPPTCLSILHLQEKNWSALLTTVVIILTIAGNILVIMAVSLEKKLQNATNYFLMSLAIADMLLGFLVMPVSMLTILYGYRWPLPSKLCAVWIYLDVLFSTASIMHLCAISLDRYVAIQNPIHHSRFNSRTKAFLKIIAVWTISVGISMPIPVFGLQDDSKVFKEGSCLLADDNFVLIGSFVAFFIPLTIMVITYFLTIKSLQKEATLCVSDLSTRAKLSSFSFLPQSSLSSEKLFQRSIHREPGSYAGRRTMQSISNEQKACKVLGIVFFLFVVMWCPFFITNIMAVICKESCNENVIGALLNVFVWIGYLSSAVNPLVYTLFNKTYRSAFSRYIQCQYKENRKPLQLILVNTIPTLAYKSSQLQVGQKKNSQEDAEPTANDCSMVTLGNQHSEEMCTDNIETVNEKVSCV
Shn3 inh set2 = reduces Shn3 3'UTR luciferase signal in osteoblasts. Clone20 osteoblast Shn3 3'UTR firefly luciferase, 24 h. inhibition, % at 12.5 µM. 0.52% of 360,000 active;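 active means mean inhibition of at least 75% with every replicate also reaching 75%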;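 further: 0% = median of neutral control wells and 100% = pilot-screen positive control compound; some compounds past the cut are filed as inactive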
iPSC survival up = hiPSC single-cell survival enhancement. ATPlite luminescence; 100% = ROCK inhibitor wells, 0% = DMSO. survival enhancement, % at 20 µM. AID 602274. 0.044% of 360,000 active; in the data active means survival enhancement above about 18%;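 further: cells exposed to compounds for 16 hours before the ATP read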
HIF-2a inh = blocks HIF-2a reporter activity; 0.72% of 360,000 active; 786-0 RCC cells HIF-2a reporter, luciferase luminescence, overnight; inhibition, % at 18.8 µM; AID 624352;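 active means inhibition of the luminescence signal of 40% or more relative to plate controls, in a single-dose primary screen at 18.75 µM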
PDI inh = blocks human protein disulfide isomerase activity; P07237; PDI insulin aggregation turbidity, A650, 90 min; inhibition, % at 10 µM; 0.052% of 350,000 active;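 active means mean inhibition across replicates of 30% or more, whatever share of single replicates reach that level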;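 further: absorbance from insulin aggregation driven by PDI reduction with DTT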
Target sequence (P07237 whole entry, looked up): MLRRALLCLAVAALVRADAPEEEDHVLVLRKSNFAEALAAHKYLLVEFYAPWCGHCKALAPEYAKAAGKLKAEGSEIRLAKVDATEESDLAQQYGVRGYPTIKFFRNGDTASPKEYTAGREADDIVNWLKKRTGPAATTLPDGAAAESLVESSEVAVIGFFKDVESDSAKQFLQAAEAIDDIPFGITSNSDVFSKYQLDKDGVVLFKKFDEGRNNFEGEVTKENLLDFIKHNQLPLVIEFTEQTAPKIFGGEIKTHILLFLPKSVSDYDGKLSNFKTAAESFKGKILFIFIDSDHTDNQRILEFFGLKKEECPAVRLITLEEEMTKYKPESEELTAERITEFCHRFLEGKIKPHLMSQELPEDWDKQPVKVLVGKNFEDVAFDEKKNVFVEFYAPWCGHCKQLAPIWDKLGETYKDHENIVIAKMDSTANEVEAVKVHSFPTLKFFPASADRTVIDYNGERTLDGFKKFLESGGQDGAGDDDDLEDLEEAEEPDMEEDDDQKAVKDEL
CaV13 FRET inh = Primary screen for inhibitors of IQ motif and Ca2+-dependent inactivation inhibitor domain binding in CACNA1D, Förster resonance energy transfer in living cells, …; inhibition, % at 12.3 µM; HEK cells, CFP/YFP FRET ICDI-IQ, plate reader, 10 min; percent FRET-ratio fall versus neutral wells; 0.098% of 340,000 active;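 active means mean replicate inhibition of at least 30% and at least 1% of replicates passing that level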;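 further: 0% = median of the neutral control wells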
NR2E3 ag-1 = agonists of human NR2E3 nuclear receptor; Q9Y5X4; CHO-S Gal4-NCOR/VP16-NR2E3 two-hybrid, luciferase; inhibition of corepressor binding, % at 3.98 µM; 0.35% of 360,000 active; AID 602229;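 active means inhibition above the mean of all tested compounds plus 3 SD, cut at about 70% in these data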;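 further: 0% = DMSO with NR2E3 transfected cells and 100% = cells lacking NR2E3 construct; higher means lower luciferase signal from less NR2E3 corepressor binding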
Peg3 promoter = reduces Peg3 promoter-driven luciferase expression in HeLa; 1.7% of 360,000 active; HeLa PEG-Prom luciferase reporter, luminescence, overnight; inhibition, % at 20 µM;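 active means inhibition of at least 50% at 20 µM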
Cardio protect = modulators protecting cardiomyocytes from myocardial damage; H9c2 cardiomyocytes, H2O2 injury protection, ATPLite, 2 h; AID 588492; protection from H2O2 cell death, % at 20 µM; 0.63% of 360,000 active;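 active means compounds giving at least 50% protection of heart cells from peroxide-induced death in the single-dose screen, raw or plate-pattern-corrected value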;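 further: 0% = DMSO wells with peroxide and 100% = DMSO wells without peroxide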
NR2E3 ag-2 = activates human photoreceptor nuclear receptor NR2E3. Q9Y5X4. GST-NR2E3/biotin-RetCOR TR-FRET, 1536-well. inhibition of corepressor binding, % at 4.78 µM. 0.12% of 320,000 active. AID 2300;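 active means percent inhibition above the cutoff of mean plus 3 SD of all tested compounds, set per screening campaign, cut at about 20% in these data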;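 further: 0% = DMSO wells and 100% = biotin wells as full block of FRET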
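System: GST-tagged NR2E3 plus biotinylated RetCOR corepressor; Buffer or medium: pH 7.5 Tris-based buffer; Probe or stimulus: RetCOR corepressor, biotinylated, 7 nM; Doses: compound at 4.8 µM, single dose; Schedule: 5 h incubation at 4 °C; Technique: time-resolved FRET; Evaluation: percent inhibition of TR-FRET ratio; Replication: one well per compound, singlicate testing.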
* = called active by the depositor; / = not tested or not shown.

1	COc1ccccc1NC(=O)CSc1nccn1Cc1ccc(F)cc1
2	Cc1cccc(NC(=O)CSc2nnc(C)n2Cc2ccccc2)c1
3	O=C(O)c1ccccc1CSc1nc2ccccc2n1Cc1ccccc1C(=O)O
4	CCCCN(C(=O)c1ccc(N2CCCC2=O)cc1)c1c(N)n(CC(C)C)c(=O)[nH]c1=O
5	CC(C)(C)OC(=O)N1CCC(NC(=O)c2[nH]cnc2C(=O)N[C@@H](Cc2ccccc2)C(=O)OCc2ccccc2)CC1

assay / compound,1,2,3,4,5
MITF TRPM1 inh,-12,-4,1,-5,7
m5-HT2A agonist,-2,-8,2,2,10
Shn3 inh set2,12,3,-24,3,-17
iPSC survival up,-0.3,-0.9,-1.3,-0.7,1.5
HIF-2a inh,5,-3,4,6,11
PDI inh,10,8,-1,6,-7
CaV13 FRET inh,-4,-4,2,-2,-15
NR2E3 ag-1,-2,15,-12,-8,20
Peg3 promoter,23,14,8,-1,43
Cardio protect,2,-1,-4,7,-21
NR2E3 ag-2,1,-3,4,4,2

6	CC(=O)N(C)C[C@@H]1Oc2ncc(Br)cc2C(=O)N([C@H](C)CO)C[C@@H]1C
7	CCOC(=O)c1c(C)[nH]c(C(C)=O)c1C
8	Cn1nc(-c2ccc(C(=O)NCCO)cc2)c2ccccc2c1=O
9	Cc1ccc(S(=O)(=O)N2C[C@H]3C(=O)C[C@@H]4C(=O)N(c5ccccc5)C(=O)[C@@H]4[C@@H]3C[C@@H]2c2ccccc2)cc1
10	CCCN(CC(=O)Nc1ccc(F)c(F)c1F)C(=O)c1cc(S(=O)(=O)N(C)C)ccc1N1CCCC1

assay / compound,6,7,8,9,10
MITF TRPM1 inh,/,10,1,/,14
m5-HT2A agonist,2,-3,2,4,3
Shn3 inh set2,-2,6,2,2,-4
iPSC survival up,2.7,-0.4,1.7,0.4,0.3
HIF-2a inh,5,8,19,9,13
PDI inh,-8,-3,-1,/,3
CaV13 FRET inh,-3,-3,-5,-6,-5
NR2E3 ag-1,-7,10,12,6,-14
Peg3 promoter,-25,15,6,10,6
Cardio protect,5,0,-5,0,3
NR2E3 ag-2,/,4,5,/,/

11	CCN(CC)c1nc(C)c(C(C)=O)cc1C#N
12	CCOC(=O)C1C(=O)C=C(c2ccccc2)CC1c1ccccc1 (centres undefined)
13	O=C(Nc1ccc(-c2csc(Nc3cccc(C(F)(F)F)c3)n2)cc1)c1cccc(C(F)(F)F)c1
14	CC[C@@]12C(=O)N(c3ccccc3)C(=O)N1[C@H](c1ccc(Br)cc1)[C@@H]1C(=O)N(C(C)(C)C)C(=O)[C@@H]12
15	CCC1(C)Cc2c(sc3c2c(=O)n(-c2ccccc2)c(=O)n3C)CO1 (centres undefined)

assay / compound,11,12,13,14,15
MITF TRPM1 inh,-10,5,-15,7,-2
m5-HT2A agonist,3,2,5,0,-8
Shn3 inh set2,-14,7,21,-9,-6
iPSC survival up,1.0,-0.1,0.5,-2.6,0.7
HIF-2a inh,24,-2,11,6,10
PDI inh,-4,9,-10,3,1
CaV13 FRET inh,0,-5,-13,-11,-6
NR2E3 ag-1,1,5,-21,-30,-6
Peg3 promoter,5,32,23,0,-2
Cardio protect,8,4,-13,10,9
NR2E3 ag-2,4,/,-2,-3,-3

16	CCN(CC)S(=O)(=O)c1ccc(OC)c(NC(=O)c2cccc([N+](=O)[O-])c2C)c1
17	O=C(CN1CCN(C(=O)C2CCN(C(=O)/C=C/c3ccccc3)CC2)CC1)Nc1ccccc1Cl
18	CCN(CC(=O)Nc1c(F)cccc1F)C(=O)c1n[nH]c2ccccc12
19	CCOC(=O)N1CCC(NC(=O)CS(=O)Cc2nc(-c3ccccc3C)oc2C)CC1 (centres undefined)
20	O=C(Nc1ccccc1N1CCOCC1)C1CCCCN1S(=O)(=O)c1ccccc1 (centres undefined)

assay / compound,16,17,18,19,20
MITF TRPM1 inh,1,0,-5,17,5
m5-HT2A agonist,0,7,5,4,2
Shn3 inh set2,-23,48,13,25,-14
iPSC survival up,-0.1,-0.5,-0.1,0.2,-0.7
HIF-2a inh,14,-23,13,8,20
PDI inh,1,1,12,9,1
CaV13 FRET inh,-4,-2,/,-7,-1
NR2E3 ag-1,18,8,3,-14,13
Peg3 promoter,0,-19,4,2,11
Cardio protect,6,-11,4,-7,4
NR2E3 ag-2,2,/,1,-2,3

21	O=C(Nc1scc(-c2ccccc2)c1C(=O)O)c1ccco1
22	Cc1nn(C)cc1CN1CCCC(C(=O)c2ccc(-c3ccccc3)cc2)C1 (centres undefined)
23	O=c1[nH]c(-c2ccccc2)c(-c2ccccc2)[nH]1
24	Cc1ccc(/C=N/NC(=O)c2ccc(-c3ccccc3)cc2)o1
25	c1ccc(CSc2nnc(-c3sccc3-n3cccc3)o2)cc1

assay / compound,21,22,23,24,25
MITF TRPM1 inh,-13,7,1,-2,-1
m5-HT2A agonist,1,-3,2,-7,-2
Shn3 inh set2,-14,39,-3,8,12
iPSC survival up,5.7,-0.1,-1.0,-0.4,0.5
HIF-2a inh,-145,14,22,-27,-145
PDI inh,9,11,3,3,1
CaV13 FRET inh,-4,-6,-5,-7,/
NR2E3 ag-1,-67,-15,-4,-31,-14
Peg3 promoter,-64,15,13,-29,-13
Cardio protect,-9,-12,3,-2,-24
NR2E3 ag-2,3,5,1,4,-1

26	COc1ccc(C)cc1NC(=O)NNC(=O)c1cc2ccccc2cc1O
27	N#Cc1nc(COc2ccccc2)oc1N1CCN(c2cccc(Cl)c2)CC1
28	CCCc1nc2ccccc2c(=O)n1CC(=O)c1ccccc1
29	O=C(NCc1ccco1)c1scc2c1OCCO2
30	CC[C@@]1(c2ccccc2C)C(=O)N(C(=O)OC)N1C(=O)OC

assay / compound,26,27,28,29,30
MITF TRPM1 inh,8,10,6,-3,21
m5-HT2A agonist,-8,-1,-3,3,0
Shn3 inh set2,-19,4,15,-27,-1
iPSC survival up,0.1,-1.8,0.1,-4.2,-3.7
HIF-2a inh,-5,1,38,4,-4
PDI inh,-1,-2,-1,9,-6
CaV13 FRET inh,-6,-2,-19,/,-6
NR2E3 ag-1,2,-2,0,-12,3
Peg3 promoter,3,21,18,13,2
Cardio protect,7,-4,3,10,10
NR2E3 ag-2,0,-4,0,3,-3

31	O=C1CCCN1S(=O)(=O)c1ccc(F)cc1
32	COc1ccccc1CCC(=O)Nc1ncc(C)s1
33	Cc1ccccc1CNC(=O)CCc1ccccc1
34	O=C(Nc1cccnc1)c1cc(F)c(F)cc1Cl
35	COc1ccc(C(=O)c2ccccc2)cc1

assay / compound,31,32,33,34,35
MITF TRPM1 inh,-4,-16,-6,-11,-19
m5-HT2A agonist,2,-3,5,-1,4
Shn3 inh set2,-57,-13,-2,-3,-18
iPSC survival up,-0.7,-0.2,0.4,0.1,0.4
HIF-2a inh,23,-141,-23,12,-34
PDI inh,7,18,-5,3,-3
CaV13 FRET inh,-6,-4,17,-6,-4
NR2E3 ag-1,-9,-42,-1,-1,-7
Peg3 promoter,19,-70,-24,-13,-12
Cardio protect,4,-2,-4,-1,0
NR2E3 ag-2,-2,-4,4,1,1

36	S=C(NCc1ccc2c(c1)OCO2)NC1CCN(Cc2ccccc2)CC1
37	O=C(CSc1nnc(-c2cccnc2)o1)OC1CCCCC1
38	COc1cc(CC(=O)OCC(=O)NC2CCCCCC2)cc(OC)c1OC
39	COc1cccc(C2=CC(=O)CCC2)c1
40	CS(=O)(=O)Nc1ccc(C2=NN(S(=O)(=O)c3ccccc3)C(c3cccs3)C2)cc1 (centres undefined)

assay / compound,36,37,38,39,40
MITF TRPM1 inh,9,4,9,-25,-9
m5-HT2A agonist,-14,-4,3,0,-11
Shn3 inh set2,7,9,0,-6,6
iPSC survival up,-0.3,-1.5,2.2,-1.4,2.7
HIF-2a inh,3,9,13,-3,10
PDI inh,-4,-3,2,-2,10
CaV13 FRET inh,-3,-5,-6,-5,-3
NR2E3 ag-1,-4,-24,3,-17,-26
Peg3 promoter,15,14,6,-13,1
Cardio protect,-1,12,1,0,0
NR2E3 ag-2,5,-1,/,3,4

41	CC1CCN(c2ccc(C(=O)OCC(=O)NCCN3C(=O)CSC3=O)cc2[N+](=O)[O-])CC1
42	Cn1ccsc1=NC(=O)c1ccc(=O)[nH]c1
43	CCCCC(CC(O)COCCC)c1n[nH]c(=S)n1-c1ccccc1 (centres undefined)
44	COc1ccccc1/C=N/N(C(C)=O)c1nc(-c2ccc(F)cc2)cs1
45	Cc1nc(C)c(C(=O)N(c2ccc(C)c(C)c2)C(C(=O)NCc2ccco2)c2ccccc2)s1 (centres undefined)

assay / compound,41,42,43,44,45
MITF TRPM1 inh,13,7,0,-22,-6
m5-HT2A agonist,-4,0,-1,-6,3
Shn3 inh set2,7,9,8,-67,2
iPSC survival up,0.3,0.0,2.4,-1.4,0.7
HIF-2a inh,-8,-3,7,-271,15
PDI inh,-2,14,0,-8,8
CaV13 FRET inh,6,-3,5,-4,-6
NR2E3 ag-1,-25,-7,4,-34,8
Peg3 promoter,6,11,4,-186,10
Cardio protect,-10,6,-4,-5,-12
NR2E3 ag-2,-1,3,2,2,6

46	Cc1cccc(C)c1NC(=O)C1c2ccccc2OCC(=O)N1Cc1ccco1 (centres undefined)
47	CC(NC(=O)c1ccco1)C(=O)N1CC=C(c2ccccc2)CC1 (centres undefined)
48	COC(=O)c1ccc(COc2nc(C)cc(C)c2C#N)o1
49	COc1cc(C(=O)N/N=C/c2sc(=O)n(-c3ccccc3)c2Cl)cc(OC)c1OC
50	Nc1ncnc(N2CCOCC2)n1

assay / compound,46,47,48,49,50
MITF TRPM1 inh,/,/,-4,-1,1
m5-HT2A agonist,0,4,0,-5,2
Shn3 inh set2,/,-3,45,-12,4
iPSC survival up,-0.6,0.1,-0.8,0.6,0.8
HIF-2a inh,1,8,-30,-42,5
PDI inh,/,16,1,-18,-4
CaV13 FRET inh,-5,-4,-7,-4,-6
NR2E3 ag-1,-22,1,-17,-35,-11
Peg3 promoter,/,6,-10,-45,-11
Cardio protect,/,2,1,17,4
NR2E3 ag-2,/,/,1,1,/
